PPARg SRC-3 ag – PPARgamma agonists recruiting SRC-3 coactivator, primary screen, biochemical; Peroxisome proliferator-activated receptor gamma (Homo sapiens), P37231; biochemical PPARgamma/SRC-3 coactivator recruitment assay; AID 731, 2007; actives 0.26% (n = 200,000); activation, % at 8 µM; in the data active means activation above about 23%;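 further: 0% = DMSO and 100% = reference agonist; some compounds past the cut are filed as inactive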
PPARg SRC1 recr – PPARgamma agonists recruiting SRC-1 coactivator, primary screen, biochemical. Peroxisome proliferator-activated receptor gamma (Homo sapiens), P37231. PPARgamma-SRC-1 coactivator recruitment biochemical assay. activation, % at 8 µM. actives 0.41% (n = 200,000); in the data active means activation above about 19%;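 further: 0% = DMSO and 100% = reference agonist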
SRC2 TRFRET art – TR-FRET signal artefacts, primary screen, artefact control for PPARgamma SRC-2 agonist project, biochemical | TR-FRET artefact counter-screen; active compounds read high | TR-FRET ratio at 8 µM | actives 0.4% (n = 200,000); in the data active means TR-FRET ratio above about 2000; further: inactives centre near 1500
STAT3 activator – IL-6 driven STAT3 reporter potentiators, primary screen, U3A cells, luciferase, luminescence, MLSCN library. IL-6 STAT3-luciferase reporter; 100% = signal with IL-6 EC80 alone. activation (% of control), % at 5.6 µM. actives 0.91% (n = 190,000). AID 871, 2007;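 active means activation above the screen-wide mean of compound activation plus 3 SD, cut at about 130% in these data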;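 further: 0% = background luminescence of wells with medium and substrate only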
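Test system: STAT3-luciferase reporter U3A cells; Detection: reporter luminescence signal; Times: 1 h compound pre-exposure, 6 h IL-6 stimulation, 37 °C; Benchmarks: IL-6-only high control; Also added: IL-6 stimulus at 33 ng/mL final.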
bIAP inh – bovine intestinal alkaline phosphatase inhibitors, primary screen, selectivity assay for TNAP inhibitor project, biochemical, bovine IAP, CDP-star luminescence. inhibition, % at 20 µM. 190,000 tested, under 10 active. purified bovine IAP, 30 min;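 active means over 50% inhibition of intestinal alkaline phosphatase at 20 µM in the single-dose screen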
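System: purified bovine intestinal alkaline phosphatase (IAP) enzyme; Input: IAP diluted 1/65,000,000 in the well; Measured by: CDP-star luminescence signal; Compound dosing: 20 µM single dose; Incubation: 30 min reaction at room temperature.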
TNAP act hi DEA – TNAP activators at high phosphate acceptor level, primary screen, biochemical, luminescence, uHTS. Alkaline phosphatase, tissue-nonspecific isozyme (Homo sapiens), P05186. purified TNAP, CDP-star luminescence, 1 M DEA, 30 min; active compounds read high; 0 = EDTA background, 1 = DMSO-only activity. activation factor at 20 µM. 200,000 tested, under 10 active;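 active means activation factor at least 2 at 20 µM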
Target sequence (P05186 whole entry, looked up): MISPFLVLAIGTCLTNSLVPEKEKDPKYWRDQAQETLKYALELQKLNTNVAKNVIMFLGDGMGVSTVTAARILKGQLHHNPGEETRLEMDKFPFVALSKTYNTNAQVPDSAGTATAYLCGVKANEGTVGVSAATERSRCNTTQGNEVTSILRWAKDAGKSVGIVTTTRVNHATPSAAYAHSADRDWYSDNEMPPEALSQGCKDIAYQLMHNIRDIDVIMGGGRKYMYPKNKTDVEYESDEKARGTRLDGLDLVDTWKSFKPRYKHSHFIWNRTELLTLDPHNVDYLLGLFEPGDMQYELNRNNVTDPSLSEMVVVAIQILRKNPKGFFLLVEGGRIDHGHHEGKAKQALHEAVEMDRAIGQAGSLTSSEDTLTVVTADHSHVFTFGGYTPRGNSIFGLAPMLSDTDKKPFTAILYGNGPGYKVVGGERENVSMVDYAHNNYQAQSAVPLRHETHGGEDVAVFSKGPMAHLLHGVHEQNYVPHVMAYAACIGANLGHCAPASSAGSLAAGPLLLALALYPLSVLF
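Test system – human TNAP · Doses – 20 µM single point · Incubation – 30 min, room temperature · Signal – luminescent substrate turnover signal · Read-out basis – activation factor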
PPARg SRC-2 ag – agonists of PPARg-SRC-2 recruitment, primary screen, biochemical, HTS; activation, % at 8 µM; PPARgamma LBD-SRC-2 recruitment; AID 1032, 2008; actives 0.34% (n = 200,000); Peroxisome proliferator-activated receptor gamma (Homo sapiens), P37231; in the data active means activation above about 22%;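 further: 0% = vehicle and 100% = reference agonist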
ROMK mod – ROMK potassium channel modulators, primary screen, cell-based, thallium flux, MLSMR library. ATP-sensitive inward rectifier potassium channel 1 (Homo sapiens), P48048. Tet-inducible ROMK, thallium flux fluorescence; actives lie on both sides. B-score at 10 µM. actives 2% (n = 130,000). AID 1918, 2009;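 active means signal ratio slope over the read window, or its plate-corrected B-score, at least 3 SD from the plate mean, either direction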;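 further: B-score of the F/F0 ratio slope over 7 to 12 s after thallium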
Target sequence (P48048 whole entry, looked up): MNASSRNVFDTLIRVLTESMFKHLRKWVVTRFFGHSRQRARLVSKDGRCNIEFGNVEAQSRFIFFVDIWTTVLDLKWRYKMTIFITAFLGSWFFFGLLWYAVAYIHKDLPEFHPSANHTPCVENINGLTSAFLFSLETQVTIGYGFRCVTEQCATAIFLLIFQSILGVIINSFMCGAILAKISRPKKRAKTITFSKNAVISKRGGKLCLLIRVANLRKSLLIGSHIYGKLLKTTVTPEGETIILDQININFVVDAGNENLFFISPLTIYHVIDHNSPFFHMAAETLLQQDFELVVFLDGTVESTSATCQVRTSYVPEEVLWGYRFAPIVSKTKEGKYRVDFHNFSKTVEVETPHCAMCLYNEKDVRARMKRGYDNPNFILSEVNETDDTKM
bIAP act – bovine intestinal alkaline phosphatase activators, primary screen, biochemical, bovine IAP, CDP-star luminescence | AID 1016, 2008 | alkaline phosphatase, intestinal [Bos taurus] | purified bovine IAP, 30 min; active compounds read high; fold of DMSO-control signal, blank-subtracted | activation factor at 20 µM | actives 0.17% (n = 200,000);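 active means activation factor of 2 or more at 20 µM, a signal rise over negative controls twice the positive control's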
STAT1 inh – STAT1 signaling inhibitors, primary screen, cell-based, HTS, luciferase reporter; NIH 3T3 STAT1-luciferase reporter, IFN-gamma, luminescence; inhibition, % at 5.5 µM; actives 0.35% (n = 200,000); AID 920, 2007;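 active means inhibition above a set limit, the mean inhibition across all tested compounds plus 3 SD, cut at about 34% in these data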;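 further: 0% = IFN-gamma with DMSO and 100% = IFN-gamma with 300 µM nifuroxazide; values of inactives mirror those of a sister screen read the other way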
STAT3 blocker – IL-6 driven STAT3 reporter inhibitors, primary screen, U3A cells, luciferase, luminescence, MLSCN library. IL-6 STAT3-luciferase reporter; host cell line lacks STAT1. inhibition, % at 5.5 µM. actives 0.89% (n = 190,000);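 active means inhibition above the mean inhibition across all screened compounds plus 3 SD, cut at about 44% in these data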;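 further: 0% = DMSO only wells and 100% = 100 µM nifuroxazide control wells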
The depositor's hits bear a star; x = no result given.

Under each structure – PPARg SRC1 recr, STAT1 inh, PPARg SRC-2 ag, STAT3 activator, SRC2 TRFRET art, bIAP inh, TNAP act hi DEA, ROMK mod, PPARg SRC-3 ag, STAT3 blocker, bIAP act
CCN(CCC(=O)Nc1cc([N+](=O)[O-])ccc1OC)Cc1ccccc1
 : 6, -2, -3, 111, 1313, 0, 1, -0.17, 2, -8, 1
Cc1nc2ccc(NC(=O)COc3ccccc3C)cc2s1
 : 5, -15, 6, 94, 1740, 3, 1, -0.21, 3, 8, 1
CCCCCCCCCCS(=O)(=O)N/N=C/c1ccc([N+](=O)[O-])cc1
 : 9, -8, 5, 108, 1580, 17, 1, 1.1, 3, -10, 0.8
Cc1ccc(C)c(NC(=O)Cc2csc(-c3ccccc3)n2)c1
 : 0, 3, 3, 96, 1399, x, 1, 1.4, 4, 9, 0.2
COc1ccc(-n2c(=O)[nH]cc(C(=O)N3CCc4ccccc43)c2=O)cc1
 : 0, -4, 9, 100, 1553, -11, 1, -0.055, -12, 4, 1.1
COc1ccccc1C(=O)Nc1nc2ccc(S(C)(=O)=O)cc2s1
 : 6, -20, 1, 90, 1485, -1, 1, x, 1, 15, 1
Cc1cc(NC(=O)c2cccc(Oc3ccccc3)c2)n[nH]1
 : 6, -24, 1, 92, 1620, -12, 1, 0.16, 4, 14, 1.1
CCC(C)Nc1nc2c(c(=O)n(C)c(=O)n2C)n1Cc1cccc(C)c1 (centres undefined)
 : -7, 10, -8, 101, 1402, 40, 1, x, 1, 2, 0.6
CCOC(=O)c1[nH]c2cc(OC)c(OC)cc2c1NC(=O)C(C)N1CCN(Cc2ccccc2)CC1 (centres undefined)
 : 0, -2, 2, 104, 1564, -9, 1, -1.1, 1, -4, 1.1
O=C(O)c1cn(-c2ccc(F)cc2)c(=O)c2ccccc12
 : 4, 0, 3, 113, 1539, 7, 1, 0.68, 1, -15, 0.9
COc1ccc(-c2cnc(N)n2CC2CCCO2)cc1 (centres undefined)
 : -1, -13, -1, 100, 1541, -18, 1, -0.17, -12, 3, 1.2
COc1ccc(NCN2C(=O)C3C4C=CC(C4)C3C2=O)cc1 (centres undefined)
 : 1, 2, -2, 97, 1655, -2, 1, 0.49, 3, 6, 1
O=C(O)C1CCCN1C(=O)c1cccs1 (centres undefined)
 : -6, 9, -3, 93, 1455, 9, 1.1, x, -1, 14, 0.9
Cc1ccc(-n2c(CCc3nc4ccccc4[nH]3)n[nH]c2=S)cc1
 : -2, -5, 0, 101, 1441, -63, 1, x, -3, 1, 1.6
O=C(CN1CCC(n2nnc3cc(C(F)(F)F)ccc32)CC1)NNC(=O)c1ccco1
 : 2, 4, -3, 97, 1428, -10, 1.1, 0.75, 6, 8, 1.1
COc1ccc2cc3cc(C(=O)NCC4COc5ccccc5O4)oc3nc2c1 (centres undefined)
 : 4, -3, 3, 87, 1536, 7, 1, x, -8, 19, 0.9
O=C(N/N=C\c1ccc(-c2ccc([N+](=O)[O-])cc2)o1)C1COc2ccccc2O1 (centres undefined)
 : 0, 7, 5, 103, 1591, 11, 0.9, x, 5, -5, 0.9
O=C(CCCCCNc1nc(=S)[nH]c2ccccc12)NCCc1ccc(Cl)cc1
 : 4, 0, 2, 99, 1738, 4, 1, -0.3, 1, 4, 1
COc1ccc2[nH]c(C(=O)O)c(NS(=O)(=O)c3ccc(OC)c(OC)c3)c2c1
 : -6, -7, -6, 109, 1369, 4, 1, 1.3, 4, -6, 1
COc1ccc(NCc2nnc(SCC(=O)Nc3nc(-c4ccccc4)cs3)n2-c2ccccc2)cc1
 : -2, 3, 3, 102, 1632, -5, 1, -0.19, -4, 1, 1
CCCC(=O)Nc1ccc(C(=O)Nc2nnc(COC)s2)cc1
 : 7, -6, 3, 104, 1693, -2, 1, -2.1, -12, 0, 1
O=C(N/N=C/c1ccccc1Cl)c1cccc(F)c1
 : 8, -54, 3, 109, 1574, 19, 1, x, 3, 0, 0.8
COc1cc(C(=O)NC2CCCNC2)cc(OC)c1OC (centres undefined)
 : -5, x, 1, x, 1539, 13, 1.1, x, 0, x, 0.9
NNC(=O)C1=NOC(CNc2ncc(C(F)(F)F)cc2Cl)C1 (centres undefined)
 : 1, 1, 19, 95, 1576, 1, 1, -0.032, 2, 11, 1
O=C(O)CCCCCN=Cc1c(O)c2ccccc2oc1=O
 : -2, 1, 13, 97, 1717, -5, 1, -0.59, 7, 8, 1
COc1ccc(-c2cc(C#N)nc(N3CCNCC3)n2)cc1
 : -2, 2, 14, 99, 1308, -2, 1, -2.4, 9, 6, 1
Cc1ccc(S(=O)(=O)N2CCN(S(C)(=O)=O)CC2)cc1
 : 2, 22, 14, 92, 1467, x, x, 1.8, 19, 13, x
COc1ccc(CCNC(=O)Cn2c(=O)n(CC3CCCO3)c(=O)c3cc(OC)c(OC)cc32)cc1OC (centres undefined)
 : 0, 6, 6, 89, 1502, -9, 1.1, -0.33, 0, 13, 1.1
COc1ccccc1Cn1cnc2cccnc21
 : 1, 4, 7, 100, 1388, 8, 1.1, x, -7, 5, 0.9
COc1ccc(-c2noc(-c3cc(Cl)ccc3Cl)n2)cc1OC
 : -6, -9, -5, 98, 1445, 12, 1, x, 0, 6, 0.9
CCCOc1ccc(N2CC(C(=O)Nc3ncccc3C)CC2=O)cc1 (centres undefined)
 : 13, 2, 9, 97, 1534, 2, 1.1, -0.0043, 7, 12, 1
COC(=O)c1cccc(C(=O)Oc2cccc(Br)c2)n1
 : 12, 7, 2, 98, 1541, 4, 1, x, 0, 5, 1
COc1ccccc1CNC(=O)CC(C)C
 : -3, 1, 6, 107, 1343, 1, 1, x, -4, -8, 1
CSc1ncccc1C(=O)OCC(=O)N1CCOCC1
 : -5, -3, 3, 103, 1367, 14, 1, x, 3, 3, 0.9
COc1ccc(CC(=O)Nc2ccc(C(=O)O)cc2NC(=O)Cc2ccc(OC)cc2)cc1
 : -4, -4, -7, 104, 1473, 10, 1.1, 0.45, -2, -2, 0.9
CCSc1nc(N2CCCCC2)c2c(c1C#N)CCCC2
 : -6, -2, 0, 99, 1551, x, 1.1, 0.32, -7, 7, 0.5
CC(C)(C)c1cc(OC(=O)c2ccncc2)ccc1O
 : 4, 3, 18, 98, 1734, 6, 1, 0.068, -7, 6, 0.9
O=C(Nc1ccccc1C(F)(F)F)c1ccccn1
 : 4, -13, -5, 97, 1464, 1, 1, 0.67, -2, 7, 1
O=C(CCCSc1nc2ccccc2s1)NCc1ccc2c(c1)OCO2
 : 3, 5, 8, 111, 1665, -1, 1, -0.86, 0, -17, 1
Cc1ccc(C(=O)NCCc2nnc3ccc(SCC(=O)Nc4ccc(C)cc4C)nn23)cc1
 : 4, 2, 2, 104, 1479, -12, 1.1, 0.7, 1, -7, 1.1

Full records as entered above. Screens in order: PPARg SRC1 recr | STAT1 inh | PPARg SRC-2 ag | STAT3 activator | SRC2 TRFRET art | bIAP inh | TNAP act hi DEA | ROMK mod | PPARg SRC-3 ag | STAT3 blocker | bIAP act
CCSc1nc(N2CCCCC2)c2c(c1C#N)CCCC2 is entered as -6 | -2 | 0 | 99 | 1551 | x | 1.1 | 0.32 | -7 | 7 | 0.5
COc1ccc(CC(=O)Nc2ccc(C(=O)O)cc2NC(=O)Cc2ccc(OC)cc2)cc1 is entered as -4 | -4 | -7 | 104 | 1473 | 10 | 1.1 | 0.45 | -2 | -2 | 0.9
COc1cc(C(=O)NC2CCCNC2)cc(OC)c1OC (centres undefined) is entered as -5 | x | 1 | x | 1539 | 13 | 1.1 | x | 0 | x | 0.9
COc1ccc(-c2cc(C#N)nc(N3CCNCC3)n2)cc1 is entered as -2 | 2 | 14 | 99 | 1308 | -2 | 1 | -2.4 | 9 | 6 | 1

The list goes on:
Under each structure – PPARg SRC1 recr, STAT1 inh, PPARg SRC-2 ag, STAT3 activator, SRC2 TRFRET art, bIAP inh, TNAP act hi DEA, ROMK mod, PPARg SRC-3 ag, STAT3 blocker, bIAP act
Cc1ccc(NC(=O)C2CCCN(S(=O)(=O)c3c(C)noc3C)C2)cc1F (centres undefined)
 : 2, 1, 9, 105, 1592, 9, 1.1, x, -2, -1, 0.9
COc1cc(/C=N/NC(=O)c2ccc(CSc3nncn3C)cc2)ccc1OCC(=O)N1CC(C)OC(C)C1 (centres undefined)
 : 8, 2, 9, 104, 1637, -12, 1, 1.4, 1, 0, 1.1
CCN1C(=O)c2cccc3c(NC(=O)c4ccc5c(c4)OCCO5)ccc1c23
 : -3, 3, 4, 91, 1673, -4, 1, -0.69, 4, 15, 1
Cc1ccc(CC(=O)OCCNC(=O)c2cccnc2)cc1
 : -1, -1, 0, 99, 1596, 6, 1, -0.12, -7, 9, 0.9
CCC(C)(C)C1CCc2c(sc(NC(=O)c3ccoc3C)c2C(N)=O)C1 (centres undefined)
 : 10, -2, 2, 105, 1458, 0, 1.1, x, 5, -4, 1
Cc1csc(=O)n1CC(=O)OCc1cccc2ccccc12
 : -1, -5, 6, 93, 1241, 2, 1, x, -6, 15, 1
CC(C)c1cc(CNC(=O)CC2C(=O)NCCN2CC2CCCCC2)on1 (centres undefined)
 : 6, -7, 4, 104, 1591, -9, 1.1, -0.33, 3, -1, 1.1
CC(C)c1ccc(NC(=O)COC(=O)COc2ccccc2)cc1
 : -5, -6, -8, 103, 1416, 14, 1, x, 3, 2, 0.9
O=C1/C(=C/c2cccs2)CCC1C1CCCC1 (centres undefined)
 : 7, -21, 10, 83, 1634, 21, 1, -0.0026, 0, 22, 0.8
